Compound activity: PubChem, several laboratories
Rac1 mut GTP: alters GTP binding to activated mutant human Rac1; AID 764; 0.11% of 190,000 active; GST-Rac1 activated beads, fluorescent GTP binding, flow cytometry; actives lie on both sides; 100% means binding = to untreated wells; P63000; percent activity (GTP binding), % at 10 µM;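 active = GTP binding at least 20 percentage points away from the 100% baseline, in either direction, so actives lie on both sides; inconclusive = Compound likely fluorescent itself, or too few beads counted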
ABCG2 block: inhibitors of human ABCG2 transporter, ABCB1 counter-screen; IgMXP3 cells, JC-1 efflux, flow cytometry; 0.1% of 190,000 active; Q9UNQ0; inhibition, % at 6.6 µM;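 active = inhibition above 80%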;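 note: 0% = DMSO and 100% = nicardipine control wells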
Target sequence (Q9UNQ0 whole entry, looked up): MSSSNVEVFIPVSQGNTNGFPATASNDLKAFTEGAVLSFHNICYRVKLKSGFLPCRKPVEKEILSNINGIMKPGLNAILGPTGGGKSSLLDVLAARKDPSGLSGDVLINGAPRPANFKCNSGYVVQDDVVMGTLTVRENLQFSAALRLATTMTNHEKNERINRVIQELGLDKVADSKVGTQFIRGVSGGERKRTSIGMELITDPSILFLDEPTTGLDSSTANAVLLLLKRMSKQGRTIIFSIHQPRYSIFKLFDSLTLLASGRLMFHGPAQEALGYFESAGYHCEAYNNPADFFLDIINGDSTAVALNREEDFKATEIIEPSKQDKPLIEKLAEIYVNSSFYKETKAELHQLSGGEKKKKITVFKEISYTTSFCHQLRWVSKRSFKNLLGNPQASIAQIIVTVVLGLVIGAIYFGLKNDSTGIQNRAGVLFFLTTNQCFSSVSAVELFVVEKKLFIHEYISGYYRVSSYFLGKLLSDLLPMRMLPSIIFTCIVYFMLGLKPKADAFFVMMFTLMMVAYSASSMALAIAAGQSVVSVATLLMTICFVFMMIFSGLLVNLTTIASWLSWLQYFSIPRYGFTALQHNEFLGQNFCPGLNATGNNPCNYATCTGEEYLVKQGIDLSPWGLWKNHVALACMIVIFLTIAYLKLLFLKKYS
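Incubation: cells with compound and JC-1, 10 min at 25 °C, rotating, no wash / Test system: IgMXP3 (ABCG2) plus far-red-tagged CCRF-Adr (ABCB1) cells / Compound dosing: one concentration, 6.6 µM final / Also added: JC-1 fluorescent substrate / Evaluation: efflux inhibition in percent versus controls / Detection: flow cytometry, 530 nm JC-1 signal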
Rab2 wt GTP: changes GTP binding to wildtype dog Rab2A, up or down | P61105 | AID 760 | GTP binding activity, % at 10 µM | GST-Rab2 wt beads, Bodipy-GTP binding, flow cytometry | 0.19% of 190,000 active;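 active = GTP binding activity at least 20 points away from 100%, either lowered or raised; inconclusive = signal likely due to the compound's own green fluorescence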;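 note: 0% = beads with excess unlabeled GTP and 100% = no-compound control corrected for plate trend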
Mcl1 Noxa PPI: disrupts binding of human Mcl-1 to Noxa peptide | 1.5% of 220,000 active | AID 1022 | TR-FRET Mcl-1/Noxa peptide binding, 2 h | inhibition, % at 21.7 µM | Q07820;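 active = compounds that cut the protein-peptide binding signal by more than 50% relative to plate controls in a single-dose test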;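 note: His-tagged Mcl-1 with rhodamine Noxa BH3 peptide and terbium anti-His antibody; 0% = Mcl-1 plus Noxa peptide wells and 100% = peptide-only wells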
Cdc42 wt GTP: modulators (inhibitors or activators) of GTP binding to human Cdc42 wildtype; P60953; GST-Cdc42 beads, Bodipy-GTP binding, flow cytometry; actives lie on both sides; percent activity (GTP binding), % at 10 µM; 0.2% of 190,000 active; AID 761;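 active = percent activity GTP binding at least 20 points away from the 100% baseline, either down as inhibitor or up as activator; inconclusive = compound flagged as likely green fluorescent from well-wide comparison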;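 note: median bead fluorescence of bound Bodipy-FL-GTP at 100 nM; 0% = excess unlabeled GTP control and 100% = no compound control; below 100% means less GTP binding so inhibitor and above means activator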
Target sequence (P60953 whole entry, looked up): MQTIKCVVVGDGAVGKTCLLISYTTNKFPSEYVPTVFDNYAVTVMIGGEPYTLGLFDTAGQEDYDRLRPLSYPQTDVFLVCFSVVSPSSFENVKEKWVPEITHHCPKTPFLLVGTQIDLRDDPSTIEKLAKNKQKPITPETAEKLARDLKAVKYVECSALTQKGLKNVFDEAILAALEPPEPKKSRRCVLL
Rac1 wt modul: human Rac1 wildtype GTP binding, inhibitors and activators; GTP binding activity (% of control), % at 10 µM; P63000; 0.27% of 190,000 active; GST-Rac1 beads, fluorescent GTP binding, flow cytometry; actives lie on both sides; 0 = cold GTP competed, 100 = untreated;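 active = GTP binding activity at least 20 points away from the 100% control level, either lower or higher; inconclusive = compound flagged as likely green fluorescent, judged across all proteins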
Rab7 wt GTP bind: modulators of GTP binding to dog Rab7 wildtype GTPase | GST-Rab7 beads, fluorescent GTP binding, flow cytometry; actives lie on both sides; untreated = 100%, excess cold GTP = 0% | GTP binding activity (percent of control), % at 10 µM | 0.055% of 190,000 active;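 active = fluorescent GTP binding to Rab7 beads changed by at least 20 points from the 100% baseline, either direction, mostly lower; inconclusive = compound itself probably fluorescent, or too few beads counted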;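 note: median green fluorescence of bound Bodipy-FL-GTP per Rab7 bead population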
ABCB1 block: inhibitors of human ABCB1 transporter, ABCG2 counter-screen. CCRF-Adr cells, JC-1 efflux, flow cytometry. inhibition, % at 6.6 µM. 0.067% of 190,000 active; in the data active = inhibition above about 40%;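 note: 0% = vehicle and 100% = reference inhibitor; higher value means more JC-1 retained so stronger ABCB1 efflux block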
Pf gamet viab: P. falciparum stage V gametocyte viability inhibition; P. falciparum stage V gametocytes, ATP luminescence, 24 h; inhibition, % at 10.9 µM; 0.065% of 150,000 active; AID 743093;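 active = inhibition above the mean plus 3 SD of compounds within the control limits, set per campaign, cut at about 38% in these data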;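 note: 0% = DMSO wells and 100% = medium only without gametocytes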
Avidin fluor: avidin bead compound fluorescence profile; Avidin beads, compound fluorescence 488/530 nm, flow cytometry; stronger effect = higher value; fluorescence (KMESF) at 10 µM; 0.38% of 220,000 active; AID 1775; in the data active = fluorescence above about 47; note: inactives centre near 10
HRas wt GTP bind: human HRas wildtype GTP binding, change in either direction; P01112; GTP binding activity, % at 10 µM; 0.14% of 190,000 active; GST-Ras wt beads, Bodipy-FL-GTP binding, flow cytometry; actives lie on both sides;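 active = GTP binding activity at least 20% away from the 100% baseline, either lowered as inhibitor or raised as activator; inconclusive = flagged as likely green fluorescent, judged across all proteins in the well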;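 note: 0% = unlabeled GTP competition control and 100% = no-compound control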
Target sequence (P01112 whole entry, looked up): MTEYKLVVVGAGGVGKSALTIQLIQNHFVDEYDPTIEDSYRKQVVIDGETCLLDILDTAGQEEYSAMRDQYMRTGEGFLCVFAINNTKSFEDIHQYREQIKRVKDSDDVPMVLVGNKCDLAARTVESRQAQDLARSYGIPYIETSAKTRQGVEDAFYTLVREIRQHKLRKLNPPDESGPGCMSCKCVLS
* marks the source's active call; other numbers are inactive results; ? = inconclusive; nt = no result given.

SMILES	Rac1 mut GTP	ABCG2 block	Rab2 wt GTP	Mcl1 Noxa PPI	Cdc42 wt GTP	Rac1 wt modul	Rab7 wt GTP bind	ABCB1 block	Pf gamet viab	Avidin fluor	HRas wt GTP bind
CCc1ccc(C2CC(c3ccccc3)Nc3nc(N)nn32)cc1 (stereo unspecified)	95	7	95	-7	95	99	102	1.2	nt	8	96
CN1CCN(/N=C/c2nc(-c3ccccc3)n3ccccc23)CC1	101	8	102	20	106	108	101	4.5	nt	4	103
COc1ccc(/C=C(\C#N)C(=O)C(C)(C)n2cncn2)cc1	95	-3	99	11	97	96	105	-0.5	-7	9	98
Nc1ncnc2nc(N3CCN(C(=O)c4ccccc4)CC3)[nH]c12	99	5	104	29	104	108	105	1.2	nt	9	105
COCc1cc(C)nc2sc(C(=O)OC)c(N)c12	100	1	101	-2	97	107	98	0.3	3	14	103
CCOC(=O)N1C(=O)c2cc(OC)ccc2S1(=O)=O	101	2	101	11	103	102	100	0.8	nt	7	102
C=CCN1C(=O)C2(NC(=O)c3ccccc3N2)c2ccccc21 (stereo unspecified)	95	3	96	0	97	98	97	0.3	4	164*	95
O=C(C1CCCN(S(=O)(=O)c2cccc3nsnc23)C1)N1CCN(c2ccccn2)CC1 (stereo unspecified)	98	4	100	20	100	100	98	2.2	18	11	99
NNc1nc2c(Cl)cccc2s1	98	-11	99	-5	93	101	97	-1.6	-29	13	99
O=c1[nH]c2ccccc2n1CCCSCCCn1c(=O)[nH]c2ccccc21	100	3	102	-3	101	105	100	0.2	-13	22	103
C(=N\Nc1nc(N2CCOCC2)nc(N2CCOCC2)n1)/c1cccnc1	90	4	92	nt	94	92	92	0.3	14	11	94
Cc1c(C(=O)N(C)Cc2ccccc2)oc2ccc(S(=O)(=O)N3CCCC3)cc12	103	2	101	6	105	109	102	0.3	-25	8	103
COc1cccc(NC(=O)C(C)Oc2ccccc2)c1 (stereo unspecified)	91	4	95	7	91	90	96	-2.9	nt	11	94
COc1cccc(C2NC(=S)NC(C)=C2C(=O)c2ccccc2)c1OC (stereo unspecified)	97	1	100	-10	99	101	97	0.3	11	11	98
O=c1cc(N2CCCCCC2)[nH]c(=O)n1-c1ccccc1Cl	94	-1	98	8	97	98	105	-0.1	9	10	98
Cc1cccc(N2CN(Cc3ccco3)CNC2=S)c1	101	4	99	-12	98	105	104	0.5	-10	5	103
COc1cccc(N=CC2=C(O)CC(C)(C)CC2=O)c1	98	12	99	24	100	102	99	0.6	-2	3	100
Cc1[nH]nc(SCC(=O)N(C)c2ccccc2)c1[N+](=O)[O-]	98	2	105	3	95	102	111	-0.1	-30	4	100
CCn1c(NC(=O)c2ccc(F)cc2)c2ccccc2nc1=O	97	1	99	-7	101	96	97	0.3	3	35	100
O=C(COc1ccc(C(=O)c2ccccc2)cc1)NC1CCCCC1	97	8	99	8	99	101	99	nt	0	15	99
COc1ccc(-c2nnc(SC(C)C(=O)Nc3nccs3)n2-c2ccccc2)cc1OC (stereo unspecified)	99	48	99	23	101	104	96	2.3	nt	22	100
O=[N+]([O-])c1ccc2nc(CCCc3nc4ccc([N+](=O)[O-])cc4[nH]3)[nH]c2c1	?	1	?	14	?	?	?	0.3	-10	11	?
Cc1cc([N+](=O)[O-])nn1CC(=O)NCCc1c[nH]c2ccccc12	97	2	96	0	97	99	99	0.3	31	21	98
Cc1ccc(NC(=O)CNc2ccc(Cl)c(Cl)c2)cc1S(=O)(=O)N(C)C	95	-6	99	12	101	100	98	-0.4	3	2	98
CSc1ccccc1NC(=O)Nc1ccccc1	101	11	104	-5	106	102	102	0.6	nt	14	104
Later entries.
SMILES	Rac1 mut GTP	ABCG2 block	Rab2 wt GTP	Mcl1 Noxa PPI	Cdc42 wt GTP	Rac1 wt modul	Rab7 wt GTP bind	ABCB1 block	Pf gamet viab	Avidin fluor	HRas wt GTP bind
CC(C)(C)c1ccc(OCC(=O)NN2Cc3ccccc3C2=N)cc1	98	6	98	13	99	105	98	5.4	-9	8	100
CCC1Cc2c(nc(N)c3c(N)nc(N4CCOCC4)c(C#N)c23)O1 (stereo unspecified)	91	26	91	7	91	90	93	14	nt	12	91
COc1cccc(NS(=O)(=O)c2cc(C)ccc2OC)c1	97	-2	96	22	97	100	93	0.7	14	14	96
COCCNC(=O)COc1ccc(C)cc1C(=O)c1cc(C#N)c(=O)n(C2CC2)c1	97	7	100	25	99	101	106	1.0	8	11	99
O=C(O)c1ccc(COc2c(F)c(F)c(F)c(F)c2F)o1	100	-4	102	24	104	105	97	-0.6	5	22	101
COc1ccc(OC)c(Cc2nnc(CCC(=O)NCc3nc4ccccc4s3)o2)c1	100	1	99	12	101	102	98	0.3	-51	10	99
COc1ccc(Nc2ccncc2[N+](=O)[O-])cc1	94	0	98	9	96	99	108	-0.6	9	6	97
Cc1ccc(CN2C3=NCCCN3c3ccccc32)cc1	95	1	97	18	102	98	96	0.4	-25	12	97
COC(=O)c1nn(-c2ccccc2)c(-c2ccccc2)c1C(=O)c1ccccc1	94	1	97	-8	96	96	99	0.1	-8	9	99
OCc1cn(-c2ccccc2)nc1-c1cc2ccccc2o1	96	6	98	-5	98	101	96	0.1	8	11	99
O=C(COC(=O)Cc1cccs1)Nc1ccccc1Cl	95	4	97	10	96	101	105	1.0	-5	12	98
Cc1ccc2c(C(=O)CN3CCC4(CC3)OCCO4)c(C)[nH]c2c1	95	3	97	-6	97	97	96	0.5	nt	17	99
Cc1cc(C(=O)N/N=C/c2sc(N3CCOCC3)nc2-c2ccccc2)c(C)o1	84	5	83	-17	83	90	92	-1.6	6	8	85
CC(CN1CCOCC1)OC(=O)Cc1ccc(Cl)cc1 (stereo unspecified)	100	0	99	-13	102	102	96	0.3	0	5	102
Cc1ccc(-c2csc3n[nH]c(=S)n23)cc1	98	9	101	14	103	102	96	0.8	nt	25	100
O=C(CNC(=O)c1cccs1)NCC(=O)OCc1ccccc1Cl	93	5	96	9	96	94	96	0.9	-19	9	96
C=C1c2ccccc2NC(=O)N1c1ccc(C)cc1	99	13	101	-1	101	104	103	-0.2	-11	13	100
O=C(O)CCC(=O)Nc1cccc(-c2csc(-c3ccccc3)n2)c1	92	1	93	13	94	95	92	0.2	14	12	93
CC(C)CCn1nc(C(=O)OC(C)C(=O)NC(N)=O)c2ccccc2c1=O (stereo unspecified)	98	3	98	-9	95	100	97	1.9	12	5	96
COCCNC(=O)C(c1c[nH]c2ccccc12)N(C(=O)c1snc(C(N)=O)c1N)c1cccc(OC)c1 (stereo unspecified)	96	1	95	11	95	98	97	0.4	-3	7	95
COc1cc(S(=O)(=O)Nc2ccccc2)ccc1NC=O	98	0	99	-9	102	106	104	-0.3	10	7	101
CNc1oc(-c2cccs2)nc1C#N	91	5	92	11	92	91	94	0.6	-21	28	94
O=C(Cn1cnnn1)Nc1cccc([N+](=O)[O-])c1	94	2	101	11	101	102	103	0.1	12	10	101
O=C(Cn1cnc([N+](=O)[O-])n1)NCCc1ccccc1	96	-1	97	4	97	100	97	-0.2	nt	11	95
CCOC(=O)c1sc2nc(CC(=O)OC)nc(NCc3ccc(Cl)cc3)c2c1C	95	73	95	10	95	97	97	7.2	nt	11	95
(listing goes on)
SMILES	Rac1 mut GTP	ABCG2 block	Rab2 wt GTP	Mcl1 Noxa PPI	Cdc42 wt GTP	Rac1 wt modul	Rab7 wt GTP bind	ABCB1 block	Pf gamet viab	Avidin fluor	HRas wt GTP bind
COc1ccc(N2CCN(CCNC(=O)c3ccc4c(c3)[nH]c(=S)n3c5ccccc5nc43)CC2)cc1	94	2	91	47	94	94	91	0.1	3	9	93
Cn1ccs/c1=N\S(=O)(=O)c1ccc(F)cc1	104	10	101	-7	103	106	97	0.9	nt	21	100
O=C(COC(=O)c1cc([N+](=O)[O-])ccc1NCCO)c1ccccc1	100	23	100	6	103	106	98	0.9	2	7	99
COc1ccc(/C(N)=N/OC(=O)c2ccc(C)c([N+](=O)[O-])c2)cc1	98	2	104	15	106	103	109	0.3	nt	nt	106
COc1ccc(S(=O)(=O)N(CC(=O)N2CCN(c3ccccc3OC)CC2)c2ccccc2)cc1	97	6	98	1	98	105	102	2.5	nt	21	100
Brc1cccc(-c2nc(-c3ccncc3)no2)c1	95	8	99	11	96	99	99	0.8	8	14	99
CC(/C=N/NC(=O)c1cc(C(C)C)[nH]n1)=C\c1ccccc1	96	47	97	4	104	103	98	0.9	-1	25	99

Part of the list above in order of formula weight, descending:
SMILES	Rac1 mut GTP	ABCG2 block	Rab2 wt GTP	Mcl1 Noxa PPI	Cdc42 wt GTP	Rac1 wt modul	Rab7 wt GTP bind	ABCB1 block	Pf gamet viab	Avidin fluor	HRas wt GTP bind
COCCNC(=O)C(c1c[nH]c2ccccc12)N(C(=O)c1snc(C(N)=O)c1N)c1cccc(OC)c1 (stereo unspecified)	96	1	95	11	95	98	97	0.4	-3	7	95
COc1ccc(S(=O)(=O)N(CC(=O)N2CCN(c3ccccc3OC)CC2)c2ccccc2)cc1	97	6	98	1	98	105	102	2.5	nt	21	100
CCOC(=O)c1sc2nc(CC(=O)OC)nc(NCc3ccc(Cl)cc3)c2c1C	95	73	95	10	95	97	97	7.2	nt	11	95
CC(C)CCn1nc(C(=O)OC(C)C(=O)NC(N)=O)c2ccccc2c1=O (stereo unspecified)	98	3	98	-9	95	100	97	1.9	12	5	96
O=C(COC(=O)c1cc([N+](=O)[O-])ccc1NCCO)c1ccccc1	100	23	100	6	103	106	98	0.9	2	7	99
COc1cc(S(=O)(=O)Nc2ccccc2)ccc1NC=O	98	0	99	-9	102	106	104	-0.3	10	7	101
Brc1cccc(-c2nc(-c3ccncc3)no2)c1	95	8	99	11	96	99	99	0.8	8	14	99
CC(/C=N/NC(=O)c1cc(C(C)C)[nH]n1)=C\c1ccccc1	96	47	97	4	104	103	98	0.9	-1	25	99
O=C(Cn1cnc([N+](=O)[O-])n1)NCCc1ccccc1	96	-1	97	4	97	100	97	-0.2	nt	11	95
Cn1ccs/c1=N\S(=O)(=O)c1ccc(F)cc1	104	10	101	-7	103	106	97	0.9	nt	21	100
O=C(Cn1cnnn1)Nc1cccc([N+](=O)[O-])c1	94	2	101	11	101	102	103	0.1	12	10	101
